Compound activity: PubChem, Icahn School of Medicine at Mount Sinai
RBX1-CUL1 inh – inhibitors of human ROC1-CUL1 ubiquitin ligase activity. AID 1347404, 2020. 0.6% of 140,000 active. E3 ubiquitin-protein ligase RBX1 (Homo sapiens) + Cullin-1 (Homo sapiens), P62877+Q13616. in vitro K48 di-Ub FRET, acceptor:donor ratio, 45 min. inhibition, % at 10 µM; in the data active = inhibition above about 25%
Target sequence (P62877 whole entry, looked up): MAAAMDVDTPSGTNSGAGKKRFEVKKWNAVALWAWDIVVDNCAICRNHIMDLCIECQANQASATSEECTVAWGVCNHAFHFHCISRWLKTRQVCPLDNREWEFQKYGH
Target sequence (Q13616 whole entry, looked up): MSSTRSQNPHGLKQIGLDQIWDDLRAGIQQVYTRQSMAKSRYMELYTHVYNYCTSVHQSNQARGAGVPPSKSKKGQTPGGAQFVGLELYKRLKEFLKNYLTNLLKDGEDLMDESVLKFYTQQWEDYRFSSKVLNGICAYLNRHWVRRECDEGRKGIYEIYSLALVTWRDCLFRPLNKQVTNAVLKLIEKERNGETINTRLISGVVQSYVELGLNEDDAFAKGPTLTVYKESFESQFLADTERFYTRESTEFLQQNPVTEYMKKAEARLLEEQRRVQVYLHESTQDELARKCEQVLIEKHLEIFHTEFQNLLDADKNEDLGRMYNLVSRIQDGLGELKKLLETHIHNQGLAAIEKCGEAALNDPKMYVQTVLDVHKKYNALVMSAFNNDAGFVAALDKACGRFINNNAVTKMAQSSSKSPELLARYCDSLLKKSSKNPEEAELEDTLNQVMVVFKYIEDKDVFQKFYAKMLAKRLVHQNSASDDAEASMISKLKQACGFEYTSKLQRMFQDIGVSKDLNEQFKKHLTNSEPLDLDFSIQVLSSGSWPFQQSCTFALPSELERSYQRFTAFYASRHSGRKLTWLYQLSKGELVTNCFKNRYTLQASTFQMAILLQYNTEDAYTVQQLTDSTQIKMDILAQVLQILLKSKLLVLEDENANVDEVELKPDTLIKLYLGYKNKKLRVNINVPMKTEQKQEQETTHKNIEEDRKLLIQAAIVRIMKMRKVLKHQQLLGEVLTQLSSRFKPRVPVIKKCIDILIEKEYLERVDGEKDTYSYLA
* marks the source's active call; other numbers are inactive results. Not all compounds are listed, so the mix of outcomes need not match the whole.

SMILES | RBX1-CUL1 inh
CC(C)(C)c1ccc(COC(=O)Nc2ccc(F)cc2)cc1 | -1
Cc1ccc(-c2nnc3n2CCCS3)cc1 | 4
Cc1cc(C)n2ncc(C(=O)Nc3cccc(O)c3)c2n1 | -3
COC(=O)C(Cc1c[nH]c2ccccc12)NC(=O)COc1ccc(Cl)cc1Cl (stereo not given) | 1
COC(=O)CN1C(=O)[C@@H]2[C@H](C1=O)[C@@H]1C=C[C@H]2C1 | -11
CCSc1nc(-c2ccccc2F)nc2c1Cc1c(CO)cnc(C)c1O2 | -4
Cc1ccc(N(CC(=O)N2CCN(c3cccc(C)c3C)CC2)S(=O)(=O)c2c(C)nn(C)c2C)cc1 | 5
Cc1cc(C)n(-c2nc(Nc3ccc(OC(F)(F)F)cc3)nc(OCC(F)(F)F)n2)n1 | 4
COc1cc(NC(=O)N2CCc3c(sc4c3CCCC4)C2c2ccccc2)cc(OC)c1OC (stereo not given) | -2
CCCn1c(C)cc(=O)n2c3ccccc3nc12 | 7
O=[N+]([O-])c1nn(Cc2cccc(F)c2)cc1Cl | 3
N#C/C(=C/c1cc2c(cc1Cl)OCO2)C(N)=S | 1
CCOC(=O)c1ccc(Nc2nc(C(=O)OCC)nc3ccccc23)cc1 | -1
O=C(Nc1cccc(Cl)c1)c1ccc(N2CCOCC2)cc1 | 0
O=c1cc(C(F)F)oc2c1ccc1ccccc12 | -19
CC(C)CNC(=O)C1CCN(C2CCN(CCCc3ccccc3)CC2)CC1 | -9
CCOCC(=O)Nc1cccc(Cl)c1 | 12
O=C(/C=C/c1ccco1)c1ccc(Cl)c(Cl)c1 | 16
O=C(Cc1c[nH]c2ccccc12)N/N=C/c1ccccc1Cl | 2
COc1ccc(NC(=S)N2CCc3ccccc3C2)c(OC)c1 | 6

Compounds shown so far containing four or more nitrogen atoms, in the order listed:
SMILES | RBX1-CUL1 inh
Cc1cc(C)n2ncc(C(=O)Nc3cccc(O)c3)c2n1 | -3
Cc1ccc(N(CC(=O)N2CCN(c3cccc(C)c3C)CC2)S(=O)(=O)c2c(C)nn(C)c2C)cc1 | 5
Cc1cc(C)n(-c2nc(Nc3ccc(OC(F)(F)F)cc3)nc(OCC(F)(F)F)n2)n1 | 4

Continuation.
SMILES | RBX1-CUL1 inh
Cc1c(OC2CCCCC2=O)ccc2c(-c3ccccc3)c(-c3ccccc3)c(=O)oc12 (stereo not given) | 1
COc1cc(CO)cc(Br)c1OS(=O)(=O)c1ccc(Cl)cc1 | 2
CCOC(=O)c1sc2ccccc2c1S(=O)(=O)Nc1ccc(C(C)=O)cc1 | 11
COc1cc(NC(=O)C(NS(=O)(=O)c2ccc3c(c2)CCCC(=O)N3)C(C)C)cc(OC)c1 (stereo not given) | 2
O=C(OCc1ccccc1)c1ccccc1C(=O)c1ccc(-c2ccccc2)cc1 | 5
O=C(c1cccs1)N1CCCc2cc(NS(=O)(=O)c3ccc(F)cc3)ccc21 | -6
O=C(CS(=O)(=O)c1ccccc1)Nc1nncs1 | 6
CC(=O)N1c2ccccc2C(=O)C1N1CCN(c2ccc(Cl)cc2)CC1 (stereo not given) | -1
CCOC(=O)c1c(-c2ccccc2)csc1NC(=O)Cn1nc(C(F)(F)F)c2c1CCC2 | 1
COc1cc(/C=C2\C(=O)NC(=O)N(c3ccc(Cl)cc3)C2=O)ccc1OCc1ccc(F)cc1 | -8
CCCc1cc(C(=O)Nc2ccc3c(c2)OCCO3)cs1 | -7
Cc1cc(-c2nn3c(-c4cccc(Br)c4)nnc3s2)no1 | 9
CCCN(C(=O)Cn1cnc2sc(C)c(S(=O)(=O)N3CCN(c4ncccn4)CC3)c2c1=O)c1cccc(C)c1 | 5
CCOc1ccc(CC2=NC(=S)N(c3ccc(C)c(C)c3)C2=O)c(OCC)c1 | -6
CC1CCN(S(=O)(=O)c2ccc(Cl)c(C(F)(F)F)c2)CC1 | 2
O=S(=O)(c1ccccc1)N1N=C(c2ccc(Cl)cc2)CC1c1cccs1 (stereo not given) | 5
C=C(C)Cn1c(=O)c2c(nc3n(Cc4ccco4)c(C)cn23)n(C)c1=O | 2
Cc1sc2nc(Cc3ccccc3)[nH]c(=O)c2c1C | 2
COc1cc(NC(=O)CN2CCCN(S(=O)(=O)c3ccc(F)cc3)CC2)cc(OC)c1 | -11
O=C(OC(c1ccc(Cl)cc1)c1nccc2ccccc12)c1ccccc1 (stereo not given) | 9
Cc1ccc(NC(=O)c2snnc2C)cc1 | -5
C[N+](=NC(=O)c1cccc(Br)c1)C(=O)c1ccc(Br)cc1 | -3
Cn1c(=O)c2c(nc3n(Cc4ccccn4)c(-c4ccc(Cl)cc4)cn23)n(C)c1=O | 7
CC(C)Oc1cccc(C(=O)Nc2ccc(Cl)c([N+](=O)[O-])c2)c1 | 6
Cc1ccc(-c2nnc(SCC(=O)Nc3sc4c(c3C#N)CCCC4)n2-c2ccccc2)cc1 | 6
O=C1Oc2ccccc2C1(c1ccccc1)c1ccccc1 | 11
CCCCCCCC(=O)Nc1ccc2ccccc2c1 | 1
CC(=O)OC1CCc2c(c3ccccc3n2Cc2ccccc2)C1 (stereo not given) | 4
COC(=O)NNC(=O)/C=C/c1ccccc1 | 3
CC1=NNc2nc3c(c(=O)n(Cc4ccccc4)c(=O)n3C)n2C1 | 9
O=S(=O)(c1ccccc1)n1nc(-c2ccc(Cl)cc2)nc1NCc1ccccc1 | -8
CCc1nn2c(=O)c(NC(=O)c3ccccc3C)cnc2s1 | 0
O=C(CC12CC3CC(CC(C3)C1)C2)N/N=C/c1cn[nH]c1-c1ccc(F)cc1 | 4
COCc1cc(C2C3=C(CCCC3=O)OC(=N)C2C#N)ccc1OC (stereo not given) | -1
CCc1ccc(CN2CCc3nc(N4CCN(CC)CC4)ncc3C2)cc1 | -4
Cc1cnccc1CNC(=O)Cn1nnnc1CN1CCC(C)CC1 | -5
Cc1ccc(/C=N/NC(=O)Cn2nnc3ccccc32)o1 | -16
CCOC(=O)n1c(=O)oc2ccc(Cl)cc21 | 7
CCn1cc(C(=O)NCCc2ccccc2)c(=O)c2cc(S(=O)(=O)N3CCCCCC3)ccc21 | 7
N#CC1C(=N)Oc2n[nH]c(-c3cccs3)c2C1c1cc(F)ccc1F (stereo not given) | 5
CCOc1ccc(C(=O)Nc2ccc(S(=O)(=O)Nc3nc(C)cc(C)n3)cc2)cc1 | 10
Cc1ccc2c(c1)c1c3n2CCN(CC(=O)N/N=C\c2cc(Br)ccc2O)C3CCC1 (stereo not given) | -7
CSc1nccc(N2CCCC(Cn3cc(CCO)nn3)C2)n1 (stereo not given) | -2
O=C(NCc1cccc(F)c1)c1ccc(CN2CC(=O)N3CCCCC3C2=O)cc1 (stereo not given) | -12
CC(=O)c1ccc(N2CCN(C(=O)CCC(=O)Nc3ccc4nc(N5CCCCC5)cc(C)c4c3)CC2)cc1 | 2
CCOC(=O)C1(CCOC)CCN(CC(c2ccccc2)c2ccccc2)CC1 | 5
O=C1S/C(=C\c2cc(Cl)c(O)c(Cl)c2)C(=O)N1c1ccc(Cl)cc1 | 22
O=C(NC(=S)Nc1ccc(I)cc1Cl)c1cncc(Br)c1 | 7
Cc1c(Cl)c(=O)oc2cc(OC(=O)CCNC(=O)OCc3ccccc3)c(Cl)cc12 | 5
Cc1nn(-c2nc3ccccc3s2)c(O)c1C1=Nc2ccccc2C(=O)C1 | 11
Cc1ccc(CNC(=O)C2CCN(C3NS(=O)(=O)C(c4ccc(C(C)C)cc4)C3C)CC2)o1 (stereo not given) | 3
Cc1ccc(CCNC(=O)C2CCN(S(=O)(=O)c3ccc4c(ccn4C)c3)CC2)cc1 | -4
Cn1c(Cc2ccccc2)nnc1SCC(=O)Nc1ccc(Br)cc1F | 2
CCc1ccc(NC(=O)CSc2nnc(-c3cccc(NC(=O)c4ccc(C)cc4)c3)n2C)cc1 | 0
COc1ccc2c(c1)c(=O)c(S(=O)(=O)c1ccccc1)cn2CC(=O)Nc1ccc2c(c1)OCO2 | -15
O=C1NC(=O)/C(=C\c2ccc(N3CCOCC3)cc2)S1 | 4
COC(=O)C(C)C1(O)c2ccccc2-c2ccccc2C1(C)O (stereo not given) | 14
CCC(C)n1c(C)c(C)n2c3c(=O)n(CC(C)C)c(=O)n(C)c3nc12 (stereo not given) | 1
Cc1nc(CNC(=O)C(C)N2C(=O)c3cccc4cccc2c34)cc(=O)[nH]1 (stereo not given) | -5
O=C(O)c1cncc(N2CCCCCC2)n1 | 3
Next section.
SMILES | RBX1-CUL1 inh
CCOC(=O)c1c(N2CCOC2=O)sc2c1CCCC2 | 0
CC(C)CC(=O)Nc1ccc(N2CCN(C(=O)CC(C)C)CC2)c(Cl)c1 | 1
Cc1ccc(C)c(NC(=O)Nc2csc3c2CCCC3)c1 | -7
COc1ccc2c(c1)C=C(CN1C[C@H](O)[C@@H](N3CCOCC3)C1)CO2 | 1
CCCN1CCC(N2CCCC(C(=O)Nc3ccc(-c4cccc(OC)c4)cc3)C2)CC1 (stereo not given) | -7
Fc1cccc(-c2nnc(-c3cccnc3)o2)c1 | 1
CCc1cccc(NC(=O)C2CCCN(c3ncnc4onc(-c5ccc(F)cc5)c34)C2)c1 (stereo not given) | 1
COc1ccccc1OCC(=O)Nc1nnc2n1CCS2 | -6
O=C(O)c1cccc(S(=O)(=O)NC2CCCCC2)c1 | -7
COc1ccc(C(=O)NC(C)CCc2ccccc2)cc1C (stereo not given) | 8
COc1ccc(S(=O)(=O)Nc2ccccc2N)cc1 | 17
O=C1N(C2CCCC2)C[C@@H]2C[C@@H](c3cnn(-c4ccccc4)c3)N3CCC[C@@]123 | 2
CCCOc1ccc(-c2csc3ncn(C(C)C(=O)OCc4ccccc4)c(=O)c23)cc1 (stereo not given) | 2
COC(=O)CCCC(=O)N1CCc2[nH]nc(-c3ccc(C(F)(F)F)cc3)c2C1 | 10
Brc1ccccc1-c1csnn1 | 1
COCc1nnc(NS(=O)(=O)Cc2ccccc2)s1 | 16
O=C(Nc1ccc2nc(SCC(=O)N3CCCc4ccccc43)sc2c1)c1ccc(Cl)cc1 | -7
Cc1nonc1CC(=O)N1CCCC(CCC(=O)N2CCN(c3ccccn3)CC2)C1 (stereo not given) | 10
O=C(O)c1ccc(CNCCc2ccccc2)cc1 | -2
CCC(C)C(NS(=O)(=O)c1ccc2[nH]c(=O)c(=O)[nH]c2c1)C(=O)O (stereo not given) | 5

Some of these compounds in order of their number in RBX1-CUL1 inh, ascending:
SMILES | RBX1-CUL1 inh
O=C(Nc1ccc2nc(SCC(=O)N3CCCc4ccccc43)sc2c1)c1ccc(Cl)cc1 | -7
CCCOc1ccc(-c2csc3ncn(C(C)C(=O)OCc4ccccc4)c(=O)c23)cc1 (stereo not given) | 2
COc1ccc(S(=O)(=O)Nc2ccccc2N)cc1 | 17

Returning to the listing; the 4 compounds before the break are reprinted first.
SMILES | RBX1-CUL1 inh
O=C(Nc1ccc2nc(SCC(=O)N3CCCc4ccccc43)sc2c1)c1ccc(Cl)cc1 | -7
Cc1nonc1CC(=O)N1CCCC(CCC(=O)N2CCN(c3ccccn3)CC2)C1 (stereo not given) | 10
O=C(O)c1ccc(CNCCc2ccccc2)cc1 | -2
CCC(C)C(NS(=O)(=O)c1ccc2[nH]c(=O)c(=O)[nH]c2c1)C(=O)O (stereo not given) | 5
CCCC(=O)N1CC2(CCC)CN(C(=O)CCC)CC(CCC)(C1)C2=O | 6
CC(=O)c1cn(-c2ccc(CCc3ccc(N4C(=O)N=CC(C(C)=O)C4=O)cc3)cc2)c(=O)[nH]c1=O (stereo not given) | 3
O[C@@H]1CN(Cc2cccc3nonc23)CC[C@H]1N1CCCCCC1 | 5
C/C(=N/NC(=O)C(c1ccccc1)c1ccccc1)c1ccccn1 | -1
CCC(=O)Nc1cc(S(=O)(=O)NC2CC2)ccc1OC | 0
Cc1ccc(Sc2cc(N)cc([N+](=O)[O-])c2)cc1 | -8
Cc1ccc2c(c1)c1c(c(=O)n(-c3cccc(Cl)c3)c(=O)n1CC(=O)NCCC1=CCCCC1)n2C | -10
Cc1cc(C)c(C)c(S(=O)(=O)N2C(=S)NC(=O)C2Cc2ccccc2)c1C (stereo not given) | 2
COc1ccc(Cl)cc1NC(=O)c1cc(C)oc1C | 18
CC(C)(C)c1ccc(-c2nc3cc(NC(=O)c4cccc(Br)c4)ccc3o2)cc1 | 0
Cc1ccc(CN2CCC(C(=O)Nc3ccccc3)CC2)cc1 | -2
O=C(Nc1ccc(Cl)c(C(F)(F)F)c1)NC1CCCCC1 | -7
CCn1c(O)c(N=NC(=O)c2cc(-c3ccccc3)n[nH]2)c2ccccc21 | 0
C/C(=C\C=C(C#N)C#N)c1cc(C#N)c(N)o1 | 13
CCCN(CC1CC1)C(=O)CC1(c2ccc(-c3ccccc3)cc2)CC(=O)N(C2CC2)C1=O (stereo not given) | 15
COC(=O)c1ccc(N2C(=O)CC(NCCc3ccc(Cl)cc3)C2=O)cc1 (stereo not given) | -2
CCCCn1cc(S(=O)(=O)c2ccc(Cl)cc2)c(=O)c2cc(F)c(N3CCCCC3)cc21 | -2
CC(C)Oc1ccc(C(=O)N(C)C2CCCCC2)cc1 | 0
Cc1cc(NC(=O)Nc2cccc(F)c2)n(-c2ccc(OC(F)(F)Cl)cc2)n1 | -4
CCc1cccc(NC(=O)CSc2nc3ccsc3c(=O)n2CC)c1 | -10
CCOc1ccc(OCC(=O)Nc2nnc3n2CCS3)cc1 | 4
Cc1ncoc1C(=O)NCc1cccnc1N1CCCC(O)C1 (stereo not given) | 8
Cc1oc2cc(Br)c(O)c(Br)c2c1-c1ccccc1 | -4
CC(C)(C)c1[nH]nc2c1C(c1cccc3ccccc13)C(C#N)C(=N)O2 (stereo not given) | 9
Cc1cccc(NC(=O)CSc2nc3sc4c(c3c(=O)[nH]2)CCCC4)c1 | 5
O=C(/C=C/c1ccco1)Nc1cccc(-c2nnc(-c3ccccc3)o2)c1 | 2
COC(=O)c1ccccc1NC(=O)COc1cc(C)ccc1C(C)C | -4
Cc1cc(Br)ccc1NC(=O)c1cccnc1 | -14
COCCO[C@H]1[C@H](NC(=O)C(C)C)c2ccccc2C12CCN(C(=O)/C=C/c1ccccc1)CC2 | 10
CC(C)(C)c1ccc(OCc2nc3ccccc3n2CCOc2ccccc2)cc1 | -1
